ADAM17 inh = inhibitors of human ADAM17; AID 720648; inhibition, % at 6.95 µM; 370,000 compounds, 0.83% hits; recombinant ADAM17, EDANS/DABCYL FRET peptide cleavage;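 active = inhibition above the mean of compounds lying between control limits plus 3 SD, set per campaign, cut at about 8.5% in these data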;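 note: 0% = DMSO-only wells as the low control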
HGIII-sPLA2 inh = Inhibits HGIII-sPLA2 liposome hydrolysis, primary screen; Q9NZ20; QFRET BODIPY PC-A2 liposome hydrolysis, fluorescence; inhibition, % at 12.2 µM; 370,000 compounds, 0.56% hits; AID 743126;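 active = inhibition above mean plus 3 SD of compounds lying within the high and low control bounds, cut at about 19% in these data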;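 note: 0% = median of test compound wells and 100% = no enzyme DMSO wells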
GAA850 FXN act = frataxin GAA850 promoter activation; 360,000 compounds, 0.56% hits; activation, % at 6 µM; HEK293 lucGAA850 FXN promoter luciferase reporter, 24 h; percent of 10 µM SAHA response;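 active = activation above the average of all compounds screened plus 3 SD, cutoff fixed separately per campaign, cut at about 7.5% in these data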;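 note: 0% = DMSO wells and 100% = 10 µM SAHA wells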
hgDAF-12 ag = hgDAF-12 agonism, primary luciferase screen | HEK293 GAL4-hgDAF12 UAS-luciferase reporter, agonist luminescence; normalized to butyrate control | activation, % at 6.8 µM | 370,000 compounds, 1.8% hits;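 active = activation above a cutoff set at the mean of all screened compounds plus 3 SD, cut at about 10% in these data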;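 note: 0% = DMSO wells and 100% = sodium butyrate wells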
PLC-gamma1 inh = blocks human PLC-gamma1 enzyme activity | P19174 | purified PLC-gamma1, fluorogenic substrate, fluorescence | inhibition, % at 12.2 µM | 370,000 compounds, 0.84% hits | AID 720700; in the data active = inhibition above about 9.5%
ssDAF-12 act = activators of S. stercoralis DAF-12 nuclear receptor; HEK293 ssDAF-12/GRIP1 lit1-tk-luc reporter, luminescence; % of 3 µM dafachronic acid response; activation, % at 6.8 µM; 370,000 compounds, 1% hits; AID 652126;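 active = activation above the mean over all tested compounds plus 3 SD, cut at about 0.9% in these data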;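 note: 0% = DMSO-only wells and 100% = 3 µM delta7-dafachronic acid wells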
PLCb3 inh = inhibitors of human phospholipase C beta3; 370,000 compounds, 0.18% hits; AID 720704; Q01970; Purified PLC-beta3, fluorogenic substrate, fluorescence; inhibition, % at 12.2 µM; in the data active = inhibition above about 11%;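 note: 0% = median of compound wells on plate and 100% = full blocker control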
Target sequence (Q01970 whole entry, looked up): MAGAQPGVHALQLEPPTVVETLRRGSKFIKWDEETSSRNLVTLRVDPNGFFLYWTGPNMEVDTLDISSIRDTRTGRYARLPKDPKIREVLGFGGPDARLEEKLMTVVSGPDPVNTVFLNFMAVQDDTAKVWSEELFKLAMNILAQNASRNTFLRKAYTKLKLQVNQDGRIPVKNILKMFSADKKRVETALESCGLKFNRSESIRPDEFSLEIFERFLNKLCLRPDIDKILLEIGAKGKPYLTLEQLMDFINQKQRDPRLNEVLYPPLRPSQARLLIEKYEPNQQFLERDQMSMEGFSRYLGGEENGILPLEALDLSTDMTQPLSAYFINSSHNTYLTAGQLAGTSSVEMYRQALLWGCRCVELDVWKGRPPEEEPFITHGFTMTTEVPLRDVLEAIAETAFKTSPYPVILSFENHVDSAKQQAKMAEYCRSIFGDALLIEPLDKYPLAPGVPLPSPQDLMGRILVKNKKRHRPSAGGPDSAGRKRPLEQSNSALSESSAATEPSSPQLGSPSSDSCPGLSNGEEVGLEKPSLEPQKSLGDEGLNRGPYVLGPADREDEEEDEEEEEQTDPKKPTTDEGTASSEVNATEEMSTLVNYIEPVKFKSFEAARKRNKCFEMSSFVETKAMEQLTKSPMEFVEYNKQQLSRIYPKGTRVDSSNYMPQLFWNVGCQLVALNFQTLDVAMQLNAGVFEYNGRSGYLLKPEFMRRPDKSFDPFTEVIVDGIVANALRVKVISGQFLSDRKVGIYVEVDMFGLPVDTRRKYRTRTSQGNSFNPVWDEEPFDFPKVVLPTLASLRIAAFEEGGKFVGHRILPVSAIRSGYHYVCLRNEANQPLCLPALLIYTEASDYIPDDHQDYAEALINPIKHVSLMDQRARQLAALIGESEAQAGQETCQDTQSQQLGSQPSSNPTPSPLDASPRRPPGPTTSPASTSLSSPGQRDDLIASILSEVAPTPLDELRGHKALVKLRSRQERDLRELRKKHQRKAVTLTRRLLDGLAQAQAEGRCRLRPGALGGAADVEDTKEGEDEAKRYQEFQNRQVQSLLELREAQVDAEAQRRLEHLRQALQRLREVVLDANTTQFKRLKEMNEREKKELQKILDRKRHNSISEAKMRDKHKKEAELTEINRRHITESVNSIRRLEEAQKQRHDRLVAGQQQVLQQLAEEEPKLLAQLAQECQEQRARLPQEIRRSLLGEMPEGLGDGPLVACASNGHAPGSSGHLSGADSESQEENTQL
hcDAF-12 act = activators of H. contortus DAF-12 nuclear receptor; HEK293 hcDAF-12 lit1-tk-luc reporter, luminescence; 0% DMSO, 100% Δ7-dafachronic acid; activation, % at 6.8 µM; 370,000 compounds, 1.4% hits; AID 652067;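 active = activation above the mean of all tested compounds plus 3 SD, cut at about 5.5% in these data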;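 note: 100% = response to 3 µM Δ7-dafachronic acid high control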
DAX1 inh-1 = NR0B1 (DAX1) inhibition; P51843; HEK293 Gal4-DAX1 luciferase reporter, luminescence; inhibition, % at 6.75 µM; 340,000 compounds, 0.99% hits; AID 504766;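 active = inhibition above the mean over all tested compounds plus 3 SD, cut at about 4.2% in these data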;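 note: 0% = DAX1-transfected cells with DMSO and 100% = empty-vector control cells with DMSO; inhibition shows as a rise in luminescence from relieved DAX1 repression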
ADAM10 inh = inhibitors of human ADAM10 | inhibition, % at 7 µM | O14672 | 370,000 compounds, 0.62% hits | AID 720582 | recombinant ADAM10, EDANS/DABCYL FRET peptide cleavage, 3 h;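 active = inhibition above a per-campaign cutoff equal to the mean of compounds falling between control-based bounds plus 3 SD, cut at about 20% in these data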;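 note: 0% = DMSO wells while the 100% control is not disclosed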
DAX1 inh-2 = DAX1 (NR0B1) inhibition, primary screen. inhibition, % at 6.8 µM. HEK293T StAR-luciferase reporter, SF-1/DAX-1 repression relief. AID 652010. 370,000 compounds, 1.1% hits;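 active = inhibition above the mean over all tested compounds plus 3 SD, cut at about 3.6% in these data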;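 note: 0% = DAX-1 cells with DMSO and 100% = cells lacking DAX-1 with DMSO; higher inhibition means more luminescence from relief of DAX-1 repression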
Starred values were filed as active, the others as inactive; x = not tested or not shown.

smiles	ADAM17 inh	HGIII-sPLA2 inh	GAA850 FXN act	hgDAF-12 ag	PLC-gamma1 inh	ssDAF-12 act	PLCb3 inh	hcDAF-12 act	DAX1 inh-1	ADAM10 inh	DAX1 inh-2
O=C(Nc1cccc(Br)c1)c1ccc2c(c1)SC1=NS(=O)(=O)CCN12	5.2	4.2	-1.9	-1.2	-0.4	-1.6	-3.3	-2.9	2.9	-15.9	-4.0
Brc1ccc(-c2c(-c3ccsc3)sc3ccccc23)cn1	-2.3	5.5	3.9	0.3	-2.7	-1.2	-0.5	0.5	0.6	3.0	0.2
O=S(=O)(Nc1ncccn1)c1ccc(Nc2ncnc3ccccc23)cc1	-0.3	-1.9	3.0	1.6	-11.2	-0.7	-15.0	0.9	1.4	-5.3	0.6
CC(C)Oc1ccc(C(=O)NCc2ccco2)cc1	-0.5	-3.0	1.7	5.7	0.6	-0.8	1.6	0.4	0.8	-0.1	-0.1
CN1CCN(C(=O)C(=O)c2cn(CC(=O)N3CCCC3)c3ccccc23)CC1	-6.8	2.6	-0.1	1.3	-0.1	-1.2	-11.4	-0.6	1.3	-12.7	1.0
Cc1ccc(C(=O)N[C@H](C(=O)NC2CCCCC2)C(C)C)cc1	-6.5	11.8	-0.2	-0.1	1.4	-1.3	-4.6	2.3	0.9	-15.6	0.7
Cc1cc(SCC(=O)N2c3ccccc3NC(=O)CC2C)nc2ccccc12 (configuration not stated)	-3.1	2.3	-1.3	-1.1	-2.7	0.0	0.2	1.4	-0.1	-10.1	-0.4
Cc1nc2cncc(Br)c2n1C	-0.7	-1.5	3.7	-1.1	-2.9	-0.9	1.0	0.7	0.5	8.9	0.2

Remaining list, next part:
smiles	ADAM17 inh	HGIII-sPLA2 inh	GAA850 FXN act	hgDAF-12 ag	PLC-gamma1 inh	ssDAF-12 act	PLCb3 inh	hcDAF-12 act	DAX1 inh-1	ADAM10 inh	DAX1 inh-2
CC(=O)Nc1ccc(NC(=O)COC(=O)CCNS(=O)(=O)c2c(Cl)cccc2Cl)cc1	-2.8	5.2	-0.8	-0.9	3.0	-0.8	-8.9	-1.3	0.4	-13.4	-1.3
Nn1cnnc1SCC(=O)N1CCc2ccccc2C1	0.9	-8.5	0.3	3.5	-1.0	-1.4	-2.7	1.7	1.1	-4.4	-0.7
O=C1N/C(=N\N=C\c2cccs2)SC1Cc1ccc(Cl)cc1Cl (configuration not stated)	2.0	14.5	1.8	0.2	6.8	-0.1	-0.4	1.2	-0.8	-5.5	-0.2
Nc1n[nH]c(N)c1N=Nc1ccc(F)cc1	-0.8	0.3	1.6	2.6	4.9	-0.7	5.5	-0.4	0.5	-2.8	1.0
Cc1cc(NC(=O)CSc2c(C)[nH]c3ccccc23)no1	-1.2	-4.3	0.3	4.4	-2.2	1.1*	1.0	6.8*	1.9	-5.5	0.6
COc1ccccc1CNC(=O)C(=O)NCC1CCCO1 (configuration not stated)	-3.2	1.7	4.5	2.7	3.3	-0.4	1.3	0.8	1.3	-7.7	0.4
O=c1[nH]nc(-c2ccc(NCCCO)c([N+](=O)[O-])c2)c2ccccc12	4.1	6.6	2.5	-2.1	13.2*	-1.3	3.4	-1.1	0.4	6.7	1.2
O=C(COC(=O)CNC(=O)c1ccccc1)NC(=O)NC1CCCCC1	0.6	8.7	0.6	-2.6	0.3	-1.2	-0.4	-1.7	0.8	-5.0	0.7

(continued)
smiles	ADAM17 inh	HGIII-sPLA2 inh	GAA850 FXN act	hgDAF-12 ag	PLC-gamma1 inh	ssDAF-12 act	PLCb3 inh	hcDAF-12 act	DAX1 inh-1	ADAM10 inh	DAX1 inh-2
C=C1C[C@@H]2C[C@@H]2CN(S(=O)(=O)c2ccc(C)cc2)[C@@H]1c1ccco1	-4.1	-3.1	x	-1.0	-0.8	-1.0	-8.3	-0.6	x	-13.7	-1.0
O=C(NN=Cc1ccc2c(c1)CCC2)c1ccccc1O	-9.0	-2.1	3.6	14.7*	-27.4	0.1	-34.5	0.9	2.2	-16.7	0.5
CCSc1cc(N2CCOCC2)nc(-c2ccccc2)n1	0.2	8.3	0.8	-0.6	-3.5	-0.9	1.5	0.1	-1.6	-3.8	-0.2
CC(=O)c1ccc(Oc2nc3c(c(=O)n(C)c(=O)n3C)n2C)cc1	-4.6	5.8	0.2	5.2	0.4	-1.9	-7.3	-0.3	0.0	2.4	1.3
COc1ccc(CCNC(=O)Nc2nc(C(N)C3CCCCC3)cs2)cc1OC (configuration not stated)	-4.6	22.1*	-4.8	-1.1	0.5	-1.1	1.7	-1.2	x	-5.1	-0.2
Cc1cc(NC(=O)Cn2nc(-c3cccs3)ccc2=O)cc(C)c1Br	2.2	3.3	-0.6	1.5	1.4	-0.8	-1.9	-1.3	-1.5	-2.5	0.4
CCOC(=O)c1ccc(NC(=O)C2(c3ccc(Cl)cc3)CCCC2)cc1	-7.2	0.7	-0.3	-0.3	0.5	-1.0	4.4	1.4	-0.7	0.6	-0.1
Cc1ccc(C(=O)OCc2nc3ccccc3s2)o1	-0.5	2.7	6.1	8.3	-5.8	0.4	-8.7	5.8*	0.3	-3.5	3.2

Reprinted from the results shown (5 entries):
smiles	ADAM17 inh	HGIII-sPLA2 inh	GAA850 FXN act	hgDAF-12 ag	PLC-gamma1 inh	ssDAF-12 act	PLCb3 inh	hcDAF-12 act	DAX1 inh-1	ADAM10 inh	DAX1 inh-2
CC(=O)c1ccc(Oc2nc3c(c(=O)n(C)c(=O)n3C)n2C)cc1	-4.6	5.8	0.2	5.2	0.4	-1.9	-7.3	-0.3	0.0	2.4	1.3
COc1ccc(CCNC(=O)Nc2nc(C(N)C3CCCCC3)cs2)cc1OC (configuration not stated)	-4.6	22.1*	-4.8	-1.1	0.5	-1.1	1.7	-1.2	x	-5.1	-0.2
Cc1cc(NC(=O)Cn2nc(-c3cccs3)ccc2=O)cc(C)c1Br	2.2	3.3	-0.6	1.5	1.4	-0.8	-1.9	-1.3	-1.5	-2.5	0.4
CCOC(=O)c1ccc(NC(=O)C2(c3ccc(Cl)cc3)CCCC2)cc1	-7.2	0.7	-0.3	-0.3	0.5	-1.0	4.4	1.4	-0.7	0.6	-0.1
Cc1ccc(C(=O)OCc2nc3ccccc3s2)o1	-0.5	2.7	6.1	8.3	-5.8	0.4	-8.7	5.8*	0.3	-3.5	3.2

Next records
smiles	ADAM17 inh	HGIII-sPLA2 inh	GAA850 FXN act	hgDAF-12 ag	PLC-gamma1 inh	ssDAF-12 act	PLCb3 inh	hcDAF-12 act	DAX1 inh-1	ADAM10 inh	DAX1 inh-2
COCCNc1nc2nonc2nc1NC(C)c1ccccc1Cl (configuration not stated)	-2.5	-6.1	2.8	-3.6	-1.4	-0.5	0.5	-0.2	-1.5	4.1	-0.6
CC(=O)Nc1cc(C(=O)N2CCc3ccccc3C2)ccc1Sc1ccc(F)cc1	2.7	-9.7	1.9	3.4	-3.9	-1.3	0.0	-0.7	0.5	1.8	-0.2
Brc1cc2c(cc1/C=N/Nc1nc(N3CCOCC3)nc(N3CCOCC3)n1)OCO2	-4.0	3.7	4.5	-2.6	-1.0	-1.2	3.1	-3.9	0.4	-8.0	-0.6
N#Cc1ccc(COC(=O)c2ccccn2)cc1	0.7	1.6	x	2.6	-2.7	-1.5	-3.0	-1.0	x	-6.8	1.3
COc1cccc(/C=C/C(=O)N2CCN(c3n[nH]c(=O)[nH]c3=O)CC2)c1OC	-4.1	5.2	-0.7	-3.8	-19.0	-1.8	-31.3	-1.2	0.0	-8.7	0.8
Cc1ccccc1/C=N/n1c(-c2ccccn2)n[nH]c1=S	-4.9	4.0	1.1	-0.6	-0.9	-1.3	-7.4	1.5	1.6	0.9	0.1
CCC(C)C(=O)Nc1nc2ccc(OC)cc2s1 (configuration not stated)	-4.2	6.6	0.5	6.3	-0.8	-0.5	-4.7	1.7	x	0.6	1.9
Cc1cccc(N2C(=O)CS/C2=N\NC(=O)c2cccnc2)c1C	-0.3	3.4	-1.4	-1.9	3.5	-1.1	3.0	-1.0	0.7	7.8	-0.5

Next part
smiles	ADAM17 inh	HGIII-sPLA2 inh	GAA850 FXN act	hgDAF-12 ag	PLC-gamma1 inh	ssDAF-12 act	PLCb3 inh	hcDAF-12 act	DAX1 inh-1	ADAM10 inh	DAX1 inh-2
CC(C)C(C(=O)NCc1ccco1)N(Cc1ccco1)C(=O)CNS(=O)(=O)c1ccccc1 (configuration not stated)	-1.3	-12.6	-4.1	2.4	1.5	-0.6	-5.3	0.4	0.6	-3.9	-0.5
Cn1c(=O)c2[nH]c(NCCCN3CCOCC3)nc2n(C)c1=O	-7.4	3.4	2.4	2.3	2.4	-0.9	0.3	-0.3	-1.1	-7.6	-0.3
CC1CCN(S(=O)(=O)c2cccc(C(=O)O)c2)CC1	-4.4	1.1	2.0	-1.6	-1.6	-0.8	0.1	-2.2	0.8	4.8	0.1
CNc1ncnc2c1ncn2[C@H]1CN(CCc2ccccc2)C[C@@H](CO)O1	6.7	0.9	2.6	1.7	8.2	0.2	3.2	0.7	x	2.9	0.8
COC(=O)NCC12CC3CC(C1)CC(CNC(=O)OC)(C3)C2	-8.8	-0.1	0.2	0.3	-1.4	-0.6	-1.9	-1.0	1.1	-6.4	-0.1

High-throughput results (PubChem)
